Screening data from PubChem.
uPA surface inh: qHTS for Inhibitors of Cell Surface uPA Generation. cell surface uPA generation assay, qHTS. Potency, µM (series often up to 38.3 µM), for the others: at the top dose activity change, negative = inhibition, hits mostly inhibitors. 0.31% of 330,000 active. AID 540303, 2011; active = well fitted inhibition curve with a large enough effect; inconclusive = small, poorly fitted or top-dose-only effect; inactive = no such curve, though single readings can be large or run the other way; tested in mouse RAW 264.7 cells; note: potency is the fitted concentration of half-maximal effect; % is set by controls: 0 for no effect and ±100 for the full control effect; nearly all actives have a fitted effect of over 55% in size
BRCA1 expr act: qHTS Assay to Identify Small Molecule Activators of BRCA1 Expression; MCF7-BRCA1-FFLuc reporter, luminescence, 48 h; response scale: scaled: vehicle 0%, 10 µM genistein 100%; Potency, µM (series often up to 46.1 µM), without a hit: at the top dose activation, hits mostly activators; 1.1% of 380,000 active; AID 624202, 2012; note: potency is the fitted concentration of half-maximal effect; nearly all actives have a fitted effect of over 80% in size; some results filed as inactive show a strong effect at the top dose
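Quantitative HTS in MCF7 cells stably reporting BRCA1 expression via firefly luciferase. Compound treatment lasts 48 h at 37 °C in phenol-red free MEM. Activation is expressed relative to genistein at 10 microM and DMSO.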
PTAP TSG101 blk: qHTS Assay for Iinhibitors of HIV-1 Budding by Blocking the Interaction of PTAP/TSG101; Potency, µM (highest dose often 115 µM), inactives show top-dose activity change, negative = inhibition, usual class: inhibitors; 340,000 tested, under 10 active; AID 493005, 2010; Tumor susceptibility gene 101 protein (Homo sapiens), Q99816; Fluorescence polarization, FITC-PTAP peptide / Tsg101 binding; active = well fitted inhibition curve with a large enough effect in the main read-out, with a control signal flat, not every such curve was filed as active; inconclusive = small, poorly fitted or top-dose-only effect, or effect the other way, or a change in a side signal; inactive = no such curve, though single readings can be large or run the other way; note: potency is the fitted concentration of half-maximal effect; % of control where 0% means no effect
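Steps: Tsg101 binding domain dispensed (10 uM final), compounds pinned in DMSO, FITC-labeled PTAP-motif peptide added (50 nM final); after 20 min binding at room temperature, polarization measured.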
B2AR arrestin: qHTS assay of beta-arrestin-biased ligands of beta2-adrenergic receptor; beta-arrestin recruitment to beta2AR, cell-based reporter; Potency, µM (highest dose often 46.1 µM), for the others: at the top dose activation, usual class: activators; 0.02% of 330,000 active;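 note: potency is the fitted concentration of half-maximal effect; 0% = DMSO controls and full agonism = EC100 isoproterenol or metaproterenol; nearly all actives have a fitted effect of over 65% in size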
Target sequence (P07550 whole entry, looked up): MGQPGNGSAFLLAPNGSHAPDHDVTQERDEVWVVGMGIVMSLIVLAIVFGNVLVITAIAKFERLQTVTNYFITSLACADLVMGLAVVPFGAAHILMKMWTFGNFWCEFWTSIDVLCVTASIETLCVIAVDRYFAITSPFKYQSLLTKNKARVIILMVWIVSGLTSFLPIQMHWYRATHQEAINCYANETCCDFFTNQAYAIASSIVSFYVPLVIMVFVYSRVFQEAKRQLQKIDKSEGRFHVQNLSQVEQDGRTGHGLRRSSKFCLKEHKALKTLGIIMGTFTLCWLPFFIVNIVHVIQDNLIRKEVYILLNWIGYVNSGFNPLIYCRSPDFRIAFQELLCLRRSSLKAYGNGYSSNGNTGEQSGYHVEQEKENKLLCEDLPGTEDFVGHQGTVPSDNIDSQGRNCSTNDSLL
S-ASM inh: Inhibitors of Secretory Acid Sphingomyelinase (S-ASM): qHTS | placental ASM, HMU-PC fluorogenic substrate, 60 min | Potency, µM (series often up to 57.5 µM), for inactives: at the highest dose activity change, negative = inhibition, usual class: inhibitors | 0.006% of 340,000 active | AID 504937, 2011; note: potency is the fitted concentration of half-maximal effect
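qHTS format. ASM enzyme prepared from human placenta hydrolyses the fluorogenic substrate HMU-PC0 (9 uM final) over 60 min at 37 °C after a 10 min compound preincubation.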
p53 reactivation: qHTS assay for re-activators of p53 using a Luc reporter. H1299 p53-A138V BP100-luciferase reporter, luminescence, 24 h. Potency, µM (highest dose often 92.2 µM), without a hit: at the top dose activity change, positive = activation, most hits filed as activators. AID 504706, 2011. 0.063% of 320,000 active; note: potency is the fitted concentration of half-maximal effect; % of control where 0% means no effect; nearly all actives have a fitted effect of over 45% in size
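p53-null H1299 cells stably carrying temperature-sensitive p53-A138V and a BP100-luciferase reporter were pinned with compounds (4-point, 1:5 series) and held 24 hrs at 37 deg C. Luminescence was read 10 min after detection reagent.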
USP2a block: qHTS Assay for Inhibitors of Ubiquitin-specific Protease USP2a Using CHOP2 as the Reporter; USP2 core, Ub-CHOP2 coupled fluorogenic reporter, 485/531; Potency, µM (series often up to 38.3 µM), for inactives: at the top dose activity change, negative = inhibition, most hits filed as inhibitors; 0.01% of 330,000 active;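 note: potency is the fitted concentration of half-maximal effect; plate controls were DMSO wells for no effect and full inhibition by NEM control for full effect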
Target sequence (O75604 whole entry, looked up): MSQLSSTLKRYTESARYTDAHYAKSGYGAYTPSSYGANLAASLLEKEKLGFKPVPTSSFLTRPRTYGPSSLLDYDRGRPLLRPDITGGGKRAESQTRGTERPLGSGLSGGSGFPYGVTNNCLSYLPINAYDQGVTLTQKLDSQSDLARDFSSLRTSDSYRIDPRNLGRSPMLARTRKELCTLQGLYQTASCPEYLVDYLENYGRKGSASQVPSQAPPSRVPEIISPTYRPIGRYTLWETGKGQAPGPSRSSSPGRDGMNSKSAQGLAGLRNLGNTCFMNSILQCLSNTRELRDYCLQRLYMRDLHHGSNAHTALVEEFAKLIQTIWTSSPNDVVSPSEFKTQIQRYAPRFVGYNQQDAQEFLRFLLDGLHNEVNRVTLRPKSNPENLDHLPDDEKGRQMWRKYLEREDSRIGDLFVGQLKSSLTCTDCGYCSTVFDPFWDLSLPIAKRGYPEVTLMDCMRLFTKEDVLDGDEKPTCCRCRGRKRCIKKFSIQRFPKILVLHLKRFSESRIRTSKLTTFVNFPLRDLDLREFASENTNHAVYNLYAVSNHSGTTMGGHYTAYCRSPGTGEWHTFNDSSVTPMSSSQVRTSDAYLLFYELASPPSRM
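Deubiquitinase activity read as fluorescence (485/531 nm) after Ub-CHOP2 cleavage activates the enterokinase reporter on its substrate; USP2 core 10nM, Ub-CHOP2 and substrate 25nM each, 30min compound preincubation then 60min RT; data normalized to NEM, curves fitted.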
ELG1 genotox: qHTS screen for small molecules that induce genotoxicity in human embryonic kidney (HEK293T) cells expressing luciferase-tagged ELG1; HEK293T ELG1-luciferase reporter, luminescence, 16 h; Potency, µM (series often up to 46 µM), inactives show at the top dose activity change, positive = activation, most hits filed as activators; 1.3% of 330,000 active; note: potency is the fitted concentration of half-maximal effect; % of control where 0% means no effect; nearly all actives have a fitted effect of over 60% in size
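Genotoxic stress is detected as increased luminescence from luciferase-tagged ELG1 in HEK293T cells, measured with ONE-Glo after a 16 hr treatment at 37 °C.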
a7 integrin act: qHTS for Activators of Integrin-Mediated Alleviation for Muscular Dystrophy; AID 624291, 2012; alpha7betagal myoblasts, beta-gal FDG fluorescence, 48 h; 0.064% of 350,000 active; Potency, µM (series often up to 38.3 µM), for the others: at the top dose activation, usual class: activators;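 note: potency is the fitted concentration of half-maximal effect; 100% = response of the positive control SU9516; nearly all actives have a fitted effect of over 60% in size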
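alpha7betagal+/- myoblasts (passage 13, 250/well) treated 48 h at 37C with compounds at 1:260 dilution of DMSO stock. Lysed, then beta-galactosidase activity read as FDG fluorescence (ex 480/em 540) after 30 min, with pre-read for autofluorescence.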
TRPV1 agonist: HTS Assay for Compounds that Act as Agonists of the Vanilloid Receptor 1; TRPV1-expressing cells, Fluo-8 calcium influx, agonist mode; activation, % at 8.33 µM; 0.19% of 320,000 active; AID 540275, 2011; Transient receptor potential cation channel subfamily V member 1 (Homo sapiens), Q8NER1; in the data active = activation above about 80%; inconclusive = between about 30% and that limit; note: 0% is about no effect
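Fluo-8 calcium influx in TRPV1-expressing cells, kinetic read (ex 480/em 520 nm). Compound added and read 3 min for agonist activity, followed by capsaicin at EC20 final and 2 min further read for enhancement.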
Eya2 inh: qHTS Assay for Inhibitors of the Phosphatase Activity of Eya2; AID 488837, 2010; Protein phosphatase EYA2 (Homo sapiens), O00167; Potency, µM (doses to about 76.9 µM), inactives show at the highest dose activity, negative = inhibition, usual class: inhibitors; 0.006% of 330,000 active; recombinant Eya2, OMFP fluorescence dephosphorylation (OMFP is methylfluorescein phosphate); note: potency is the fitted concentration of half-maximal effect; % is set by controls: 0 for no effect and ±100 for the full control effect
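Eya2 protein (added as 0.2 uM solution) was preincubated with compound for 10 min at ambient temperature in 50 mM HEPES pH 7.5, 50 mM NaCl, 5 uM MgCl2, 0.05% BSA, 1 mM DTT. OMFP (added at 50 uM) then reacted 10 min; fluorescence read at 485/525 nm.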
* marks the source's active call; other numbers are inactive results; ? = inconclusive; . = not tested or not shown; [ ] = dose if it differs, or a comment. Unless noted, calls come from the whole dose curve; as a rule, active = well fitted curve in the direction sought with a large enough effect; inconclusive = small, poorly fitted or top-dose-only effect, or another doubt; inactive = no such curve, though single readings can be large; an effect the other way counts as inactive or inconclusive.

Every second line gives: uPA surface inh	BRCA1 expr act	PTAP TSG101 blk	B2AR arrestin	S-ASM inh	p53 reactivation	USP2a block	ELG1 genotox	a7 integrin act	TRPV1 agonist	Eya2 inh
CCC(C)NC(=O)c1ccc([N+](=O)[O-])c(Cl)c1 (stereo unspecified)
 : 1.0%	-8.8%	-3.0%	-0.4%	-0.7%	?	5.7%	-1.6%	-28.7%	15.7	-17.0%
CCOC(=S)SCC(=O)N1CCc2ccccc2C1C1C(=O)CCCC1=O (stereo unspecified)
 : -12.2%	-4.0%	0.6%	-0.3%	0.3%	-2.8%	4.4%	2.2%	-35.0%	1.1	-5.4%
Cc1ccccc1C(=O)NCCCn1ccnc1
 : 3.3%	-28.4%	-1.4%	0.3%	3.1%	0.7%	1.5%	3.0%	-2.1%	0.4	0.7%
O=C(O)COc1cnc2ccccc2n1
 : -6.0%	-0.2%	-1.4%	-0.5%	39.3%[activator]	-2.0%	2.3%	0.6%	0.0%	-5.7	8.3%
COc1ccc(S(=O)(=O)N(CC(=O)NCC2CCCO2)c2ccccc2)cc1OC (stereo unspecified)
 : -1.8%	2.3%	-10.8%	-0.1%	3.2%	-2.9%	0.0%	-1.4%	30.5%	1.3	-9.0%
CCCCS(=O)(=O)N1CCCC(C(=O)Nc2ccc(Cl)cn2)C1 (stereo unspecified)
 : -8.5%	-12.9%	-8.5%	0.2%	-0.9%	.	-1.0%	-9.7%	6.7%	10.6	-1.3%
O=C(NCc1cccs1)C(=O)NCC1OCCCN1S(=O)(=O)c1cc(F)ccc1F (stereo unspecified)
 : -6.4%	-8.3%	-2.9%	-0.5%	1.6%	-22.3%	-0.4%	0.7%	-11.4%	-1.1	14.2%
COCCn1c(SCC(=O)NC(C)c2ccc(F)cc2)nc2ccccc21 (stereo unspecified)
 : -8.5%	-30.7%	-3.1%	2.9%	6.1%	-8.2%	2.3%	-3.3%	?	21.6	0.2%
COc1ccc(S(=O)(=O)n2nc(C)cc2C)c(C)c1C
 : -9.4%	-25.2%	-5.1%	0.3%	-1.9%	-6.7%	-0.2%	-0.3%	3.6%	5.4	5.4%
CN1CCN(c2ccc(-c3cccc(NC(=O)COc4ccc(Cl)cc4Cl)c3)nn2)CC1
 : -11.2%	15.9%	-4.4%	-0.7%	-22.7%	?	-0.2%	0.651µM*	-66.5%[inhibitor]	-0.4	-25.7%
Cc1cc(CNC(=O)CC2C(=O)NCCN2CC(C)(C)C)nn1C (stereo unspecified)
 : 13.3%	-3.3%	-8.5%	0.4%	16.4%	-1.5%	1.9%	-0.8%	-4.3%	-3.0	-3.3%
O=C(c1ccc(Cl)cc1)C1CCCN(C(=O)c2csnn2)C1 (stereo unspecified)
 : 0.0%	1.7%	-1.7%	-0.4%	-1.2%	-3.1%	3.1%	-13.0%	-1.3%	9.6	8.7%
COc1cc([N+](=O)[O-])cc(/C=N\NC(=O)C2COc3ccccc3O2)c1O (stereo unspecified)
 : -14.1%	-12.1%	-0.1%	-1.2%	-10.8%	2.1%	5.5%	-0.8%	-17.8%	0.5	4.6%
Cc1onc(-c2ccccc2)c1C(=O)Nc1ccncc1
 : 1.3%	-0.2%	-2.6%	0.0%	5.0%	-11.3%	2.9%	-2.8%	?	-1.1	-10.3%
COC(=O)c1ccccc1NC(=O)c1cc(-c2cccs2)on1
 : .	-30.5%	0.5%	0.5%	2.3%	-3.7%	-0.7%	11.7%	21.6%	-2.2	-2.5%
CCOC(=O)C1CCN(C(=O)c2ccc(N3CCCC3=O)cc2)CC1
 : -2.3%	-0.5%	-0.4%	-0.1%	0.9%	2.5%	0.0%	3.4%	-17.0%	0.7	22.7%
N#CC(C#N)=C(Nc1ccc(F)cc1)SCc1cccc(F)c1
 : -9.5%	-75.6%	-18.8%	0.2%	-3.3%	-9.2%	1.5%	-4.9%	-49.1%[inhibitor]	12.9	5.3%
CCN(CC)c1ccc(C=NCCNS(=O)(=O)c2ccc(C)cc2)cc1
 : 0.1%	15.5%	0.0%	-0.5%	5.4%	0.4%	2.1%	-13.7%	13.9%	3.5	-4.2%
O=C(CCNC(=O)c1ccc(Br)cc1)OCc1ccccc1Cl
 : -1.1%	-13.0%	-0.9%	0.1%	-1.0%	-2.2%	-0.6%	?	-1.9%	?	-28.8%
N#Cc1ccc(CN2CCN(C(=O)CN3C(=O)NC4(CCCC4)C3=O)CC2)cc1
 : 1.9%	-22.0%	-5.4%	0.1%	2.3%	-0.8%	2.0%	-4.1%	-11.2%	-1.4	-5.4%

(listing goes on)
Every second line gives: uPA surface inh	BRCA1 expr act	PTAP TSG101 blk	B2AR arrestin	S-ASM inh	p53 reactivation	USP2a block	ELG1 genotox	a7 integrin act	TRPV1 agonist	Eya2 inh
O=C(NC(=S)Nc1ccc(N2CCOCC2)cc1)c1ccc2c(c1)OCCO2
 : ?	36.3%	2.3%	-0.1%	-3.9%	?	1.7%	-1.0%	-33.0%	2.3	-3.0%
Cc1ccn2c(=O)nc(SCC(=O)N3CCN(c4ccccc4)CC3)nc2c1
 : 1.2%	0.1%	1.1%	-2.7%	-0.2%	9.7%	-0.6%	-3.0%	-4.4%	2.5	7.1%
COc1ccc(NC(=O)CN(C)CC(=O)Nc2ccc(N3CCOCC3)cc2)c([N+](=O)[O-])c1
 : -8.9%	-17.1%	-0.9%	-0.2%	-10.3%	-3.0%	2.9%	3.6%	1.8%	10.7	-9.4%
CCN1C(=O)C(O)(CC(=O)C(C)(C)C)c2cc(Br)ccc21 (stereo unspecified)
 : -1.3%	31.3%	0.8%	0.1%	1.2%	6.0%	5.0%	0.3%	9.1%	0.2	3.0%
CC1CCCC(NC(=O)C2CCN(S(=O)(=O)N3CCCCCC3)CC2)C1C (stereo unspecified)
 : 3.5%	-11.7%	-0.5%	3.5%	2.9%	-5.7%	-1.5%	-0.8%	-3.8%	5.4	-1.2%
CCN(CC)c1ccc2c(Cl)cc(=O)oc2c1
 : -11.2%	-11.4%	-0.5%	-3.8%	.	0.7%	2.3%	-2.9%	-38.2%	?	-2.2%
COc1cc(C(=O)Nc2cccc3cccnc23)cc(OC)c1OC
 : 3.8%	-13.8%	-4.0%	-0.9%	-5.6%	-5.8%	-4.8%	-7.8%	4.0%	-0.1	-11.7%
Cc1ccc(Cn2c(C(C)Nc3nc(-c4ccc(C)cc4)cs3)nc3cc(Cl)c(Cl)cc32)cc1 (stereo unspecified)
 : -0.7%	-12.0%	-0.5%	-1.0%	-2.9%	.	-1.8%	0.7%	20.3%	8.4	5.9%
O=[N+]([O-])c1ccc(/C=N\NS(=O)(=O)c2ccc(F)cc2)o1
 : 8.91µM*	-5.4%	-1.8%	-0.4%	0.1%	19.6%	1.2%	?	-23.1%	-1.0	-18.6%
COc1ccc(C2CC(c3cccs3)=NN2c2ccc(F)cc2)cc1OC (stereo unspecified)
 : 1.0%	-20.0%	-2.7%	-0.2%	.	0.7%	1.3%	-1.9%	-19.7%	4.5	10.9%
C/C=C/C(=O)OCC(=O)Nc1ccccc1Br
 : -3.5%	-4.3%	-0.7%	0.3%	-1.1%	-3.0%	-0.5%	-4.3%	-18.3%	-4.7	-6.4%
CCOC(=O)C1CCCN(C(=O)c2cccc(S(=O)(=O)N(C)c3ccc(C)cc3)c2)C1 (stereo unspecified)
 : -11.8%	-14.2%	-1.8%	-0.1%	0.2%	-1.2%	-3.8%	-0.4%	-9.2%	?	0.7%
CCOc1ccc2[nH]c(=O)c(CN(CCc3ccccc3)C(=O)c3cnccn3)cc2c1
 : 3.4%	-12.3%	-1.3%	-0.1%	2.5%	-7.4%	?	-1.5%	16.5%	1.4	2.0%
Fc1ccc(-c2nnc3ccccn23)cc1
 : 5.1%	1.3%	-11.7%	-0.1%	4.3%	6.1%	-1.4%	-2.2%	25.6%	1.2	-6.2%
CCc1nnc(NC(=O)CN2CCN(CC)CC2)s1
 : 21.9%	-10.0%	-4.5%	1.0%	1.0%	.	1.8%	1.9%	12.7%	-3.3	-11.3%
COc1ccc(-c2cn3cc([N+](=O)[O-])ccc3n2)cc1OC
 : -19.4%	?	-7.8%	0.2%	-6.8%	-12.3%	1.8%	?	-4.3%	6.6	-2.0%
CC(=O)Nc1ccccc1-c1nc2cc(C#N)c(C#N)cc2[nH]c1=O
 : -13.6%	29.3%	3.4%	-0.4%	89.8%[activator]	1.2%	6.9%	2.3%	9.2%	-0.7	-4.4%
